Compound activity deposited in PubChem by National Center for Advancing Translational Sciences (NCATS).
GCN5L2 inh: qHTS Assay for Inhibitors of GCN5L2; GCN5L2 HAT assay, ThioGlo1 CoA-SH fluorescence; Potency, µM (titrated, usually from 58.9 µM), inactives show at the top dose activity change, negative = inhibition, hits mostly inhibitors; 390,000 tested, 0.21% active
Target sequence (Q92830 whole entry, looked up): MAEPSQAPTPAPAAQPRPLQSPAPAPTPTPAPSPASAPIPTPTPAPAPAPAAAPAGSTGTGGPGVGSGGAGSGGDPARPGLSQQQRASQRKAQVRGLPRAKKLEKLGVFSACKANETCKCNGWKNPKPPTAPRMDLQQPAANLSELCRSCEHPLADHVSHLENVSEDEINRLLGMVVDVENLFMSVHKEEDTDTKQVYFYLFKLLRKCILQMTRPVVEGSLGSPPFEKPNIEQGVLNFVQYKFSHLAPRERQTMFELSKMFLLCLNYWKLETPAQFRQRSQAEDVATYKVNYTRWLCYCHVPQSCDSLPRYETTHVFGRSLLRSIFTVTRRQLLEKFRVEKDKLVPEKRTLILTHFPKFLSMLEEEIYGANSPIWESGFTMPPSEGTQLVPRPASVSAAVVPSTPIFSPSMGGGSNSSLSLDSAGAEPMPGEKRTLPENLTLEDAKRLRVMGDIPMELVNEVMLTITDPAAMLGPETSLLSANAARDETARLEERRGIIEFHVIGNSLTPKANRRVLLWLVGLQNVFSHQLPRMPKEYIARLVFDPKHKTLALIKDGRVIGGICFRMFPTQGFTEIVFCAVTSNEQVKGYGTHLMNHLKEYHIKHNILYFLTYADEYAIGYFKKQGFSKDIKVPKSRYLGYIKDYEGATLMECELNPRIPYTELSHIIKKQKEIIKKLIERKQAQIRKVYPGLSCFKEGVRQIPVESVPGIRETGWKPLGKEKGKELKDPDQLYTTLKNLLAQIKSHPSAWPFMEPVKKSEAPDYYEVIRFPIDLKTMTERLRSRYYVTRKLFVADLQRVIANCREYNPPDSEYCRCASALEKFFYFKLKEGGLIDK
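Free CoA generated was detected with ThioGlo1 (50uM) fluorescence at Ex340nm/Em540nm, read immediately and after 20 min at room temperature. Enzyme, 20 nM in HEPES pH 7.5 buffer, saw compounds 15 min before adding 75uM H3(1-25) peptide and 70uM acetyl-CoA.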
TDP1 cell CPT: qHTS for Inhibitors of human tyrosyl-DNA phosphodiesterase 1 (TDP1): qHTS in cells in presence of CPT; chicken DT40 Tdp1-/-;hTDP1 cells + 20 nM CPT, ATP luminescence, 48 h; Potency, µM (highest dose often 46.2 µM), inactives show at the highest dose activity change, negative = growth inhibition, usual class: inhibitors; 420,000 tested, 12% active; also: nearly all actives have a fitted effect of over 55% in size
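Cell growth measured by CellTiter-Glo luminescence after a minimum 48 h, 37 C compound exposure with 20 nM CPT in Tdp1-knockout DT40 cells stably expressing hTDP1, seeded 400/well; qHTS titration format.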
TDP1 cell noCPT: qHTS for Inhibitors of human tyrosyl-DNA phosphodiesterase 1 (TDP1): qHTS in cells in absence of CPT | DT40 Tdp1-/- hTDP1 cells, no CPT, ATP luminescence, 48 h | 420,000 tested, 15% active | Potency, µM (top dose mostly 46.2 µM), inactives show at the highest dose activity change, negative = growth inhibition, actives largely listed as inhibitors | AID 686978, 2013; also: nearly all actives have a fitted effect of over 55% in size
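Luminescent ATP content (CellTiter-Glo) served as the growth readout. Knockout chicken DT40 cells expressing human TDP1 were exposed to compounds without camptothecin for a minimum 48 hr at 37 °C.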
Numbers without * were called inactive; ? = inconclusive; . = no result given; & = joins results of further samples; [ ] = remark or other dose. Calls follow the shape of the dose curve; as a rule, active = well fitted curve in the direction sought with a large enough effect; inconclusive = small, poorly fitted or top-dose-only effect, or another doubt; inactive = no such curve, though single readings can be large; an effect the other way counts as inactive or inconclusive. % is scaled to controls: 0 for no effect and ±100 for the full control effect; potency is read from the fitted curve at half-maximal effect. An excerpt; the hit share may differ from the screen's.

SMILES | GCN5L2 inh | TDP1 cell CPT | TDP1 cell noCPT
Cc1ccccc1-c1nnc(SCC(=O)NC2CCS(=O)(=O)C2)n1C (centres undefined) | -1% | 7% | -3%
COc1cccc(CCNC(=O)c2cnc3sc(N4CCOCC4)nn3c2=O)c1 | -3% | -26% | ?
CC1CCN(c2ccc3nnc(CCC(=O)Nc4cccc(F)c4)n3n2)CC1 | -7% | ? | ?
CCOC(=O)c1cc(-c2ccccc2)n(-c2cccc(C(=O)Nc3cccc(SC)c3)c2)c1C | -4% | -13% | -10%
COc1ccc(-c2cc(C(F)(F)F)c(C#N)c(SCC(=O)Nc3ccccc3F)n2)cc1 | -3% | 1% | -16%
CCOC(=O)c1c(NC(=O)/C=C/C(=O)O)sc(C)c1-c1ccc(Cl)cc1 | 1% | ? | 13µM*
CN1OC[C@@H]2CN(C(=O)C(C)(C)C)[C@H](c3cccc(-c4ccccc4)c3)C[C@@H]21 | . | -20% | -6%
O=C(NCCC1=CCCCC1)C(c1ccccc1)c1ccccc1 | -11% | ? | ?
CCC(C)(C)NC(=O)CN(C(=O)c1snc(C(N)=O)c1N)c1ccc2nc(C)sc2c1 | -9% | -1% | ?
c1ccc(CNc2nc3ccccc3[nH]2)cc1 | 2% | ? | 18µM*
O=C(C1CCN(S(=O)(=O)c2cccc3nsnc23)CC1)N1CCn2c1nc1ccccc12 | -1% | ? | 16µM*
CC(=O)N1CCc2cc(S(=O)(=O)CCC(=O)NCCc3ccccc3)ccc21 | -16% | -3% | -1%
Cc1cc(C)n(C(=O)c2ccc([N+](=O)[O-])cc2N)n1 | -4% | 2% | -10%
CC(C)(C)N1C(=O)c2ccccc2NC(=O)C1C(=O)NCc1ccco1 (centres undefined) | . | 1% | 3%
CNC(=O)C12CC3CC(C1)CC(c1ccc(C)cc1)(C3)C2 | 0% | -11% | -24%
COc1ccc(N(CC(=O)NC2CC3CCC2C3)S(=O)(=O)c2ccccc2)cc1Cl (centres undefined) | -2% | ? | ?
CCNC(=S)N/N=C/c1sc(N2CCCCC2)nc1-c1cccs1 | -10% | ? | ?
COc1cc2[nH]c3c(c2cc1OC)CCN1CCCC[C@@H]31 | . | 14% | -5%
O=C(Nc1ccccc1N1CCOCC1)c1ccc([N+](=O)[O-])o1 | 2% | 12µM* | 15µM*
CCOC(=O)CSc1nc2cc(C(=O)OC)ccc2c(=O)n1CCN1CCOCC1 | 0% | -34% | -15%
COc1ccccc1-n1cc(-c2ccccc2)c2c(=S)nc[nH]c21 | -11% | -3% | ?
CC1CCN(CC(=O)Nc2ccc3c(c2)OCO3)CC1 | -1% | 12% | -1%
O=C(CSc1nc(-c2ccco2)nc2cc(=O)[nH]n12)Nc1ccccc1F | -25% | 0% | 7%
Cc1ccc(/C=N/NC(=O)CNC(=O)COc2ccccc2)cc1 | 29% | 8% | -7%
Oc1cccc(/C=N/N=C/c2cccc(O)c2O)c1O | -4% | ? | ?
CC(Sc1nc(N)cc(=O)[nH]1)C(=O)Nc1sc2c(c1C#N)CCCC2 (centres undefined) | 1% | 2.3µM* | 2.3µM*
CCCCNc1nc(Cl)nc(Nc2ccc(C)cc2)n1 | . | -13% | -24%
CNC(=O)C1CCN(C(=O)c2ccc(-c3ccccc3)cc2)CC1 | 2% | -17% | -12%
COc1ccc(-n2c(Cc3cc(=O)[nH]c(=O)[nH]3)nnc2SCC(=O)N2CCCC2)cc1 | -5% | 7% | 1%
CCC(C)C(=O)Nc1ncc2c(n1)CC(c1cccs1)CC2=O (centres undefined) | -7% | -15% | 4%
COc1cc(CNc2ccc(CNc3ncn[nH]3)cc2)cc(Cl)c1OCc1ccccc1 | -5% | ? | ?
CSCC[C@H](NC(=O)OC(C)(C)C)C(=O)NCC1CCC(C(=O)N[C@@H](Cc2ccccc2)C(=O)O)CC1 (some centres undefined) | 2% | 12% | 1%
N#C/C(=C\c1cccc([N+](=O)[O-])c1)c1nnc2n1CCCCC2 | -1% | ? | ?
O=C(Cc1ccccc1)Nc1cccc(-c2nc3cccnc3s2)c1 | -6% | -7% | -8%
O=C(/C=C/c1ccc(Cl)cc1)N1CCN(Cc2ccccc2)CC1 | -1% | -14% | ?
CN1CCCCc2c1[nH]c1ccccc1c2=O | -2% | ? | ?
COC(=O)Cc1c(C)nc2nc(-c3ccc(Cl)cc3)[nH]n2c1=O | 59%[activator] | -6% | -11%
O=C(O)c1ccc(NS(=O)(=O)c2ccc(Cl)c(C(=O)Nc3ccccc3)c2)cc1 | -1%&-6% | 5%&1% | 7%&5%
O=C(CC1SC(=Nc2ccccc2)N(CCc2ccccn2)C1=O)Nc1ccc(F)cc1 (centres undefined) | -3% | ? | ?
CC(C)(C)OC(=O)NCCc1nnc(SCc2ccc(Cl)cc2Cl)o1 | -21% | ? | ?
Cc1cc([N+](=O)[O-])nn1CC(=O)Nc1c(C)n(C)n(-c2ccccc2)c1=O | -3% | -11% | -1%
c1ccc(Cn2sc(=Nc3ccccc3)nc2-c2ccccc2)cc1 | . | 3% | -17%
COCCCn1c(SCC(=O)Nc2ccc3c(c2)OCCO3)nnc1-c1ccoc1C | 1% | -5% | -1%
CCOc1ccc(-c2nnc(SCC(=O)NCCC(C)C)nc2-c2ccc(OCC)c(OC)c2)cc1OC | -10% | 15µM* | ?
O=C(COC(=O)c1cccnc1Nc1ccccc1F)NC1CC1 | -8% | -2% | -15%
COc1ccc(NS(=O)(=O)c2cc(NC(=O)c3ccc(Cl)cc3)ccc2N2CCOCC2)cc1 | -9% | 2.6µM* | 2.3µM*
CSCC(O)Cn1[nH]c(=O)c2cc(Cl)c(Cl)cc2c1=O (centres undefined) | -1% | 13% | 0%
O=C(COc1ccccc1C(=O)NCc1ccccc1)Nc1ccc(Br)cc1 | . | ? | ?
NC(=O)c1ccccc1NC(=O)NC1CCCCC1 | 2% | -22% | -20%
Cc1cc(OC(=O)c2cc(F)c(F)cc2Cl)nc(C)n1 | -6% | 2% | -1%
O=CN1CCCN(C(=O)CC2C(=O)NCCN2Cc2cccc(Oc3ccccc3)c2)CC1 (centres undefined) | -1% | -14% | 21%
O=C(COC(=O)/C=C/c1cccs1)NC(=O)Cc1ccccc1 | -2% | -11% | -18%
O=C(Cn1cnc2ccccc21)NCc1ccccc1 | -4% | ? | ?
COc1ccc(CCC(=O)Nc2ccc(OC)c(S(=O)(=O)N3CCCCC3)c2)cc1OC | 2% | 21µM* | ?
COCC1CCCCN1C(=O)c1ccc2oc(CCCc3ccccc3)nc2c1 (centres undefined) | -3% | 18µM* | 23µM*
NC1C(O)OC(CO)[C@@H](O)[C@@H]1O[C@H]1O[C@@H](C(=O)O)C(O)C(O)C1O (some centres undefined) | 1% | 16% | 7%
CCc1n[nH]c(=S)n1/N=C/c1c[nH]c2ccc(Br)cc12 | 0% | ? | 18µM*
O=C1C2CC=C(Cl)CC2C(=O)N1CN(Cc1ccco1)CN1C(=O)C2CC=C(Cl)CC2C1=O (centres undefined) | -1% | -31% | -14%
Cc1ccc(S(=O)(=O)C2(C(=O)NC3CCCCC3C)CC2)cc1 (centres undefined) | -7% | -3% | 3%
Cc1cc(SCc2cc(=O)[nH]c3ccccc23)nc2ccccc12 | 2% | 23µM* | ?

In another format: entries from further up.
SMILES,GCN5L2 inh,TDP1 cell CPT,TDP1 cell noCPT
Cc1cc([N+](=O)[O-])nn1CC(=O)Nc1c(C)n(C)n(-c2ccccc2)c1=O,-3%,-11%,-1%
c1ccc(Cn2sc(=Nc3ccccc3)nc2-c2ccccc2)cc1,.,3%,-17%
COCCCn1c(SCC(=O)Nc2ccc3c(c2)OCCO3)nnc1-c1ccoc1C,1%,-5%,-1%
CCOc1ccc(-c2nnc(SCC(=O)NCCC(C)C)nc2-c2ccc(OCC)c(OC)c2)cc1OC,-10%,15µM*,?
O=C(COC(=O)c1cccnc1Nc1ccccc1F)NC1CC1,-8%,-2%,-15%
COc1ccc(NS(=O)(=O)c2cc(NC(=O)c3ccc(Cl)cc3)ccc2N2CCOCC2)cc1,-9%,2.6µM*,2.3µM*
CSCC(O)Cn1[nH]c(=O)c2cc(Cl)c(Cl)cc2c1=O (centres undefined),-1%,13%,0%
O=C(COc1ccccc1C(=O)NCc1ccccc1)Nc1ccc(Br)cc1,.,?,?
NC(=O)c1ccccc1NC(=O)NC1CCCCC1,2%,-22%,-20%
Cc1cc(OC(=O)c2cc(F)c(F)cc2Cl)nc(C)n1,-6%,2%,-1%
O=CN1CCCN(C(=O)CC2C(=O)NCCN2Cc2cccc(Oc3ccccc3)c2)CC1 (centres undefined),-1%,-14%,21%
O=C(COC(=O)/C=C/c1cccs1)NC(=O)Cc1ccccc1,-2%,-11%,-18%
O=C(Cn1cnc2ccccc21)NCc1ccccc1,-4%,?,?
COc1ccc(CCC(=O)Nc2ccc(OC)c(S(=O)(=O)N3CCCCC3)c2)cc1OC,2%,21µM*,?
COCC1CCCCN1C(=O)c1ccc2oc(CCCc3ccccc3)nc2c1 (centres undefined),-3%,18µM*,23µM*
NC1C(O)OC(CO)[C@@H](O)[C@@H]1O[C@H]1O[C@@H](C(=O)O)C(O)C(O)C1O (some centres undefined),1%,16%,7%
CCc1n[nH]c(=S)n1/N=C/c1c[nH]c2ccc(Br)cc12,0%,?,18µM*

New compounds follow
SMILES | GCN5L2 inh | TDP1 cell CPT | TDP1 cell noCPT
CCOC(=O)c1ccc(NC(=O)COc2cc(=O)n(CC)c3ccccc23)cc1 | -1% | 8% | 10%
CNC(=O)[C@@H]1C[C@H]1[C@@H](NC(=O)CNC(=O)OCc1ccccc1)c1ccccc1 | . | -1% | 3%
CCn1c(CNC(=O)COc2ccc(C(C)C)cc2)nnc1SCC(=O)Nc1cc(F)ccc1C | -23% | ? | ?
O=Cc1ccc(-n2cc(C=O)c3ccccc32)cc1 | -17% | -9% | ?
N=C1C(c2nc3ccccc3s2)=C(O)CN1NC(=O)c1c[nH]c2ccccc12 | -7% | -20% | ?
Cc1ccc(C)c(NC(=O)c2cnn(-c3cccc(F)c3)c2C2CCN(C(=O)OC(C)(C)C)CC2)c1 | -10% | ? | 23µM*
O=c1oc2ccccc2cc1-c1csc(Cc2nc(-c3ccc(Cl)cc3)cs2)n1 | 5% | ? | 26µM*
CC(=O)Nc1cccc(Oc2nc(-c3ccccn3)nc3ccccc23)c1 | 5% | ? | ?
COc1ccc(O)c(/C=N/c2nc3ccccc3n2C)c1 | ? | 15% | -8%
COc1ccc(-c2c(C#N)c(N)nc3c2CCCC3)cc1OC | . | -19% | -27%
O=C(C1CCCN(S(=O)(=O)c2cnc[nH]2)C1)N(CCc1ccccc1)Cc1ccccc1 (centres undefined) | -5% | -1% | -29%
O=C(CCCC(=O)OCC(F)(F)C(F)F)Nc1nccs1 | -1% | 4% | -2%
Nc1nc(SCCO)[nH]c(=O)c1NC(=O)c1ccco1 | -10% | -20% | 0%
Cc1[nH]c2ccccc2c1/C=N/Nc1nc(N2CCCCC2)nc(N2CCCCC2)n1 | -8% | ? | ?
CCCN(CC(=O)Nc1c(C)cccc1CC)C(=O)SCC | -22% | -17% | -16%
CCc1cc(C(=O)N=Nc2c(O)[nH]c3ccc([N+](=O)[O-])cc23)c2ccccc2n1 | -25% | ? | ?
CCOC(=O)C1=C(Cn2cnc3ccccc32)NC(=O)NC1c1ccc(Cl)cc1 (centres undefined) | -3% | ? | -27%
CN1CCCC(C)(C(=O)Nc2ccc3scnc3c2)C1 (centres undefined) | . | 1% | 1%
CCOC(=O)C1=C(O)/C(=C\c2ccc(CNS(=O)(=O)c3ccc(Br)cc3)o2)N=C1C | 22% | -2% | ?
CSc1sc(-c2ccnc(SCC(=O)C(C)(C)C)n2)c2c1C(=O)CC(C)(C)C2 | 0% | ? | ?
COc1ccc(CNC(=S)NCc2ccc(OC)cc2)cc1 | 1% | -27% | -23%
CC(C)(C)C1CCc2c(sc(NC(=O)Cn3nnc(-c4cccc(C(F)(F)F)c4)n3)c2C#N)C1 (centres undefined) | -8% | -2% | -1%
NC(=O)c1cc(N2C(=O)C=CC2=O)ccc1Cl | ? | 13µM* | 16µM*
C=CCNC(=S)NNC(=O)c1cc(-c2cccnc2)nc2ccccc12 | -3% | -8% | -9%
Oc1ccc(Cl)cc1C1=NNC(c2cccs2)C1 (centres undefined) | ? | ? | ?
COc1ccccc1N1CCN(C(=O)C2CCN(S(=O)(=O)c3cn(C)cn3)CC2)CC1 | -2% | -2% | -15%
Brc1cccc[n+]1C/C=C/C[n+]1ccccc1Br | . | 0% | -18%
